Compound activity: PubChem BioAssay, National Center for Advancing Translational Sciences (NCATS)
TRb SRC2 PPI = inhibitors of human thyroid hormone receptor beta-SRC2 interaction; 0.065% of 280,000 active; TRbeta-SRC2 peptide binding, fluorescence polarization; receptor liganded with 1 µM T3; Potency, µM (doses to about 106 µM), for the others: at the highest dose activity change, negative = inhibition, usual class: inhibitors;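 further: plate controls were bound peptide for no effect and peptide without receptor for full effect; nearly all actives have a fitted effect of over 50% in size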
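TRb LBD 0.6 uM + Texas Red SRC2 peptide 20 nM, 1 uM T3, Tris buffer w/ 5% DMSO; compound pinned, 5 h RT; FP read ex 555/em 632; normalized to unbound and bound controls.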
Tau ThT inhib = tau fibrillization inhibition (ThT binding); P10636; recombinant tau K18 P301L, heparin-induced fibrillization, ThT fluorescence; Potency, µM (top dose mostly 57.4 µM), inactives show at the top dose activity, negative = inhibition, most hits filed as inhibitors; 2.1% of 270,000 active; AID 1460; further: nearly all actives have a fitted effect of over 55% in size
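Using a mix of unlabeled (15 uM) and Alexa 594-labeled (0.24 uM) tau K18 P301L, heparin-triggered fibrillization over 6 hr at 37 C was scored by ThT fluorescence.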
RECQ1 helicase = blocks DNA unwinding by human RECQ1 | P46063 | RECQ1 DNA unwinding, red fluorescence kinetic read | Potency, µM (titrated, usually from 57.3 µM), without a hit: at the top dose activity, negative = inhibition, actives largely listed as inhibitors | 0.54% of 240,000 active | AID 2549;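 further: plate controls were vehicle for no effect and no enzyme for full effect; nearly all actives have a fitted effect of over 30% in size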
Target sequence (P46063 whole entry, looked up): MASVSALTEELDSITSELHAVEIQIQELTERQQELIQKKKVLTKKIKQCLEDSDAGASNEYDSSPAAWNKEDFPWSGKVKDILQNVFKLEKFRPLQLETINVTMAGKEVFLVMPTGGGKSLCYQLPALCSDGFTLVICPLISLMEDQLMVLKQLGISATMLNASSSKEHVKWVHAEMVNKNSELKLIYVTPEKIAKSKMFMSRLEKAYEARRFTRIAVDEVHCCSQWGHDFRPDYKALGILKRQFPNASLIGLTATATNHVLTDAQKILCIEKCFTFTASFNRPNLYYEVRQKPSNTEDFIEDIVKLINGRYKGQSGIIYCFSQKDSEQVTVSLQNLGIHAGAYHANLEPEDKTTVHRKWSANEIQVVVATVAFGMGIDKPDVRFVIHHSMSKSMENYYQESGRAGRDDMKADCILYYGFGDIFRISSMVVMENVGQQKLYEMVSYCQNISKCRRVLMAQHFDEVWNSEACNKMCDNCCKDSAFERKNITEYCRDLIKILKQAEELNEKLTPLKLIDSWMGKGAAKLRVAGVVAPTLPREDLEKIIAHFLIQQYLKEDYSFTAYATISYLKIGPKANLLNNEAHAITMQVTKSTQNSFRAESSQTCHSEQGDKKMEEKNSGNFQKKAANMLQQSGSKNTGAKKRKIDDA
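RECQ1T1 50 nM; forked duplex (20 bp + 30-nt ss tails) 200 nM, ATP 2 mM final; pH 8.0, 2 mM MgCl2, 2.5 ug/ml poly(dI-dC); 15 min compound preincubation; discontinuous kinetic read over 2 h at RT.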
KDM4E inh = blocks human JMJD2E demethylase activity; B2RXH2; JMJD2E catalytic domain, FDH-coupled NADH fluorescence (FDH is formaldehyde dehydrogenase); Potency, µM (series often up to 57.1 µM), without a hit: at the highest dose activity change, negative = inhibition, usual class: inhibitors; 1.6% of 230,000 active; AID 2147; active means well fitted inhibition curve with a large enough effect, not every such curve was filed as active; inconclusive means small, poorly fitted or top-dose-only effect, or another doubt; inactive means no such curve, though single readings can be large or run the other way;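 further: 0% = wells with enzyme and -100% = buffer wells without enzyme; nearly all actives have a fitted effect of over 50% in size; many of its hits are not listed in these tables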
Target sequence (B2RXH2 1-337 limits assumed): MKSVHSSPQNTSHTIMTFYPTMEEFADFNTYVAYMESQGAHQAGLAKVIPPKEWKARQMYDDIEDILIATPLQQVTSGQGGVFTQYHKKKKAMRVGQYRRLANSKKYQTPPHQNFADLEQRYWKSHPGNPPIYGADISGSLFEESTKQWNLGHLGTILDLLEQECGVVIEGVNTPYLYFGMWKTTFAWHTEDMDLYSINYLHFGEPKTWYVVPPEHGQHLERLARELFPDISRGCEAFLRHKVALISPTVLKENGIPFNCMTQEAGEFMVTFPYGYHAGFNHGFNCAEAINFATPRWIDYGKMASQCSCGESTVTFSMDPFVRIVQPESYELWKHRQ
RGS12 GoLoco inh = blocks human Gai1 binding to RGS12 GoLoco peptide, red readout. P63096. Gai1:RGS12 GoLoco peptide FP, rhodamine, 10 min. Potency, µM (titrated, usually from 61.6 µM), without a hit: at the top dose activity, negative = inhibition, hits mostly inhibitors. 0.44% of 230,000 active. AID 880; active means well fitted inhibition curve with a large enough effect, not every such curve was filed as active; inactive means no such curve, though single readings can be large or run the other way; further: nearly all actives have a fitted effect of over 30% in size; many of its hits are not listed in these tables
L3MBTL1 block = L3MBTL1 (human) inhibition. Potency, µM (highest dose often 57.1 µM), for the others: at the top dose activity, negative = inhibition, most hits filed as inhibitors. AlphaScreen L3MBTL1–H3K9me1 peptide binding. 0.66% of 230,000 active. Q9Y468; further: nearly all actives have a fitted effect of over 60% in size
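L3MBTL1 50 nM + b-AHA-H3(1-15)K9me1 75 nM, 30 min RT; compound added, 30 min RT; streptavidin donor/Ni-chelate acceptor beads 10 ug/mL each final, 30 min RT dark; AlphaScreen read.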
TR SRC2 fluor cs = alters Texas Red total fluorescence, flagging assay interference. TRb/SRC2 Texas Red total fluorescence interference. Potency, µM (doses to about 106 µM), without a hit: top-dose fluorescence change, negative = quenching. 0.29% of 280,000 active. AID 1479; active means well fitted curve in either direction with a large enough effect; inconclusive means small, poorly fitted or top-dose-only effect
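Human TRβ ligand-binding domain (0.6 uM) and Texas Red SRC2 peptide (20 nM) in Tris buffer with 1 uM T3 and 5% DMSO were incubated with pinned compound for 5 hr at ambient temperature. Total fluorescence was computed as S + 2P (555/632 nm).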
Tau FP inhib = inhibitors of human tau fibril formation; K18 P301L tau heparin fibrillization, Alexa594 FP, 6 h; P10636; AID 1468; Potency, µM (series often up to 57.7 µM), for the others: at the highest dose activity, negative = inhibition, actives largely listed as inhibitors; 0.39% of 280,000 active; further: nearly all actives have a fitted effect of over 55% in size
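Read-out: fluorescence polarization of Alexa 594-labeled tau (0.24 uM), 555 nm excitation, 632 nm emission. Mixtures held 15 uM unlabeled K18 P301L, compound and 20 uM heparin, pH 7 acetate buffer, incubated 6 hr at 37 C.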
Numbers without * were called inactive; ! = not confirmed by another sample; [ ] = another dose, or the depositor's remark. Unless noted, the call rests on the fitted dose curve; in most records, active means well fitted curve in the direction sought with a large enough effect; inconclusive means small, poorly fitted or top-dose-only effect, or another doubt; inactive means no such curve, though single readings can be large; an effect the other way counts as inactive or inconclusive. Unless noted, on the % scale 0 is the no-effect control and ±100 the full control effect; potency means the concentration at half of the fitted maximal effect.

Screening O=C(COC(=O)c1cc([N+](=O)[O-])ccc1NCCO)NCc1cccs1 returned TRb SRC2 PPI -4%, Tau ThT inhib -4%, RECQ1 helicase -6%, KDM4E inh 1%, RGS12 GoLoco inh -10%, L3MBTL1 block -4%, TR SRC2 fluor cs -3% and Tau FP inhib -2%.
COc1ccc(S(=O)(=O)N2CCN(c3ccc(C)cc3C)CC2)cc1OC was read as TRb SRC2 PPI -4%, Tau ThT inhib -12%, RECQ1 helicase inactive, KDM4E inh 0%, RGS12 GoLoco inh -1%, L3MBTL1 block -6%, TR SRC2 fluor cs 0% and Tau FP inhib 6%.
`O=C(N/N=C/c1cccc([N+](=O)[O-])c1)c1ccc2c(c1)OCCO2` gave TRb SRC2 PPI -1%, Tau ThT inhib inconclusive, RECQ1 helicase inactive, KDM4E inh -10%, RGS12 GoLoco inh -2%, L3MBTL1 block 1%, TR SRC2 fluor cs -8% and Tau FP inhib -3%.
Screening CCCCSc1nnc2nc(C)cc(C)n12 returned TRb SRC2 PPI -6%, Tau ThT inhib -9%, RECQ1 helicase inconclusive, KDM4E inh -4%, RGS12 GoLoco inh 1%, TR SRC2 fluor cs -2% and Tau FP inhib 5%.
Screening COC(=O)c1sc(S(=O)(=O)Nc2ccc(C)c(C)c2)c(C(=O)OC)c1C returned TRb SRC2 PPI 0%, Tau ThT inhib -19%, RECQ1 helicase -12%, KDM4E inh -24%, RGS12 GoLoco inh 6%, L3MBTL1 block -1%, TR SRC2 fluor cs -1% and Tau FP inhib 3%.
CC1(OC(=O)CCc2ccccc2)C(=O)C=C2C=C(c3ccc(C#N)cc3)N(CCc3c[nH]c4ccccc34)C=C2C1=O (stereo unspecified) was read as TRb SRC2 PPI 3%[11.2 µM], Tau ThT inhib inconclusive, RECQ1 helicase -4%, KDM4E inh 16µM*!, RGS12 GoLoco inh 11%[14.2 µM], TR SRC2 fluor cs -4%[11.2 µM] and Tau FP inhib 4%[11.6 µM].
For COc1ccc(CC(=O)Oc2cc(C)[nH]c(=O)c2[N+](=O)[O-])cc1 the results were TRb SRC2 PPI 1%, Tau ThT inhib -6%, RECQ1 helicase -1%, KDM4E inh -53%, RGS12 GoLoco inh 7%, L3MBTL1 block 4%, TR SRC2 fluor cs 1% and Tau FP inhib 4%.
COc1cccc2cc(C(N)=O)oc12 was read as TRb SRC2 PPI -4%, Tau ThT inhib -2%, RECQ1 helicase inactive, KDM4E inh -3%, RGS12 GoLoco inh 50%[activator], L3MBTL1 block -13%[11.4 µM], TR SRC2 fluor cs -3% and Tau FP inhib -6%.
For COc1ccc(N2CCN(S(=O)(=O)c3cccc(C(F)(F)F)c3)CC2)cc1 the results were TRb SRC2 PPI -8%, Tau ThT inhib -8%, RECQ1 helicase -1%, KDM4E inh -3%, RGS12 GoLoco inh -1%, L3MBTL1 block -4%, TR SRC2 fluor cs -3% and Tau FP inhib 4%.
For Cc1cc(N)c2cc(NC(=O)/C=C/c3ccccc3Cl)ccc2n1 the results were TRb SRC2 PPI 1%, Tau ThT inhib inconclusive, RECQ1 helicase 64%[activator], KDM4E inh 6%, RGS12 GoLoco inh 13%, L3MBTL1 block -24%, TR SRC2 fluor cs -3% and Tau FP inhib inconclusive.
`CCOc1ccc(C2CC(=O)NC3=C2C(=O)CCC3)cc1Cl` (stereo unspecified) gave TRb SRC2 PPI -22%, Tau ThT inhib 1%, RECQ1 helicase -11%, KDM4E inh 1%, RGS12 GoLoco inh 2%, L3MBTL1 block 3%, TR SRC2 fluor cs 0% and Tau FP inhib 6%.
For CCc1nc(C)cn1S(=O)(=O)c1ccc(Cl)c(Cl)c1OC the results were TRb SRC2 PPI -4%, Tau ThT inhib 5%, TR SRC2 fluor cs -2% and Tau FP inhib 7%.
Nc1c2ccccc2nc2c(O)cccc12 was read as TRb SRC2 PPI -7%[53 µM], RECQ1 helicase inactive, KDM4E inh -3%[25.5 µM], RGS12 GoLoco inh 4%[21.6 µM] and TR SRC2 fluor cs -5%[53 µM].
`CC(=O)Nc1ccccc1OCc1cnc(Cl)s1` gave TRb SRC2 PPI -1%, Tau ThT inhib -5%, RECQ1 helicase 19%, KDM4E inh 12%, RGS12 GoLoco inh 10%, L3MBTL1 block 2%, TR SRC2 fluor cs 2% and Tau FP inhib -1%.
Screening Cc1cccc(CCn2c(=O)c3ccccc3n(Cc3cccc(F)c3)c2=O)c1 returned TRb SRC2 PPI -2%, Tau ThT inhib inconclusive, TR SRC2 fluor cs 0% and Tau FP inhib -13%.
Cc1ccc(C(=O)N2CCCCC2)cc1NC(=O)c1nsc2ccccc12 was read as TRb SRC2 PPI -3%, Tau ThT inhib inconclusive, TR SRC2 fluor cs 0% and Tau FP inhib -5%.
`Cc1cccc(C)c1NC(=O)CN1C(=O)c2ccccc2Sc2ncccc21` gave TRb SRC2 PPI 7%, Tau ThT inhib -2%, TR SRC2 fluor cs -2% and Tau FP inhib 5%.
`CCOc1ccc(C(=O)NCc2nc(-c3ccc(Cl)cc3)no2)cc1OCC` gave TRb SRC2 PPI -3%, Tau ThT inhib 11%, TR SRC2 fluor cs 1% and Tau FP inhib inconclusive.
For C[C@H](C(=O)CC(=O)OC(C)(C)C)[C@H](O)c1ccccc1 the results were TRb SRC2 PPI 3%, RECQ1 helicase -2%, L3MBTL1 block -1% and TR SRC2 fluor cs -1%.
For O=C(/C=C/c1ccc([N+](=O)[O-])cc1)N(c1ccccn1)C1CCCCC1 the results were TRb SRC2 PPI -3%, Tau ThT inhib inconclusive, RECQ1 helicase 2%, KDM4E inh inconclusive, RGS12 GoLoco inh 11%, L3MBTL1 block inconclusive, TR SRC2 fluor cs -3% and Tau FP inhib -6%.
O=C(CN1CCN(c2nc(-c3ccccc3)cs2)CC1)NCc1ccc2c(c1)OCO2 was read as TRb SRC2 PPI -1%, Tau ThT inhib inconclusive, RECQ1 helicase -6%, KDM4E inh -5%, RGS12 GoLoco inh 1%, L3MBTL1 block inconclusive, TR SRC2 fluor cs -4% and Tau FP inhib -2%.
`Cc1cccc(N(CC(=O)NC(C)(C)C)C(=O)CNC(=O)c2cccs2)c1` gave TRb SRC2 PPI 4%, Tau ThT inhib -4%, RECQ1 helicase 0%, KDM4E inh 3%, RGS12 GoLoco inh 13%, L3MBTL1 block 5%, TR SRC2 fluor cs 0% and Tau FP inhib -3%.
CCc1ccc(CNCCSc2nnnn2C)cc1 was read as TRb SRC2 PPI 0%, Tau ThT inhib 1%, RECQ1 helicase 1%, KDM4E inh -2%, RGS12 GoLoco inh 9%, TR SRC2 fluor cs 1% and Tau FP inhib 6%.
Screening O=C(NCCc1cccs1)C1CC(c2ccccc2F)=NO1 (stereo unspecified) returned TRb SRC2 PPI -2%, Tau ThT inhib 5%, RECQ1 helicase -3%, KDM4E inh -2%, RGS12 GoLoco inh 2%, TR SRC2 fluor cs -1% and Tau FP inhib inconclusive.
Screening COCCNC(=O)C(c1ccccc1F)N(C(=O)C(=O)NC1CCCC1)C1CCCCC1 (stereo unspecified) returned TRb SRC2 PPI -9%, Tau ThT inhib 1%, RECQ1 helicase -3%, KDM4E inh -21%, RGS12 GoLoco inh 2%, L3MBTL1 block -3%, TR SRC2 fluor cs 2% and Tau FP inhib 2%.
Screening COCCCNC(=O)CCCn1c(=O)[nH]c2ccccc2c1=O returned TRb SRC2 PPI -6%, Tau ThT inhib -6%, RECQ1 helicase 2%, KDM4E inh -2%, RGS12 GoLoco inh 8%, L3MBTL1 block 7%, TR SRC2 fluor cs 1% and Tau FP inhib 1%.
COC(=O)c1ccc2c(=O)n(CC3CCCO3)c(SCC(=O)Nc3ccccc3Cl)nc2c1 (stereo unspecified) was read as TRb SRC2 PPI 6%, Tau ThT inhib -11%, RECQ1 helicase inactive, KDM4E inh -10%, RGS12 GoLoco inh 4%, TR SRC2 fluor cs -1% and Tau FP inhib inconclusive.
For Cc1ccc(NC(=O)Nc2nc(-c3ccc(C)s3)cs2)cc1 the results were TRb SRC2 PPI 7%, Tau ThT inhib -18%, RECQ1 helicase -2%, KDM4E inh 0%, RGS12 GoLoco inh 9%, L3MBTL1 block -2%, TR SRC2 fluor cs 5% and Tau FP inhib 5%.
CCOC(=O)c1sc(NC(=O)CSc2nc(C)cc(-c3ccccc3)n2)c(C#N)c1C was read as TRb SRC2 PPI -12%, Tau ThT inhib 35µM*, RECQ1 helicase -2%, KDM4E inh -6%, RGS12 GoLoco inh 4%, L3MBTL1 block -6%, TR SRC2 fluor cs -2% and Tau FP inhib inconclusive.
For O=C(COc1ccccc1Cl)OCc1cc(=O)n2nc(-c3cccs3)sc2n1 the results were TRb SRC2 PPI -29%, Tau ThT inhib inconclusive, TR SRC2 fluor cs 28% and Tau FP inhib -5%.
Screening Cc1cc(C(=O)NCc2ccccc2)c(=O)[nH]c1C returned TRb SRC2 PPI -8%, Tau ThT inhib -6%, RECQ1 helicase -2%, KDM4E inh inconclusive, RGS12 GoLoco inh 7%, L3MBTL1 block -3%, TR SRC2 fluor cs -1% and Tau FP inhib 5%.
CC1CCN(c2c(NCC3CCC(C(=O)N4CCc5ccccc5C4)CC3)c(=O)c2=O)CC1 (stereo unspecified) was read as TRb SRC2 PPI -8%, Tau ThT inhib -15%, RECQ1 helicase -11%, KDM4E inh 5%, RGS12 GoLoco inh 6%, TR SRC2 fluor cs -3% and Tau FP inhib 1%.
`COC(=O)C1=C(C)N(CCC2=CCCCC2)C(=O)C1` gave TRb SRC2 PPI 6%, Tau ThT inhib inconclusive, RECQ1 helicase -14%, KDM4E inh -2%, RGS12 GoLoco inh 8%, L3MBTL1 block -1%, TR SRC2 fluor cs 2% and Tau FP inhib inconclusive.
`CCc1n[nH]c(=S)n1/N=C/c1cc(Br)c(OC)cc1OC` gave TRb SRC2 PPI 5%, Tau ThT inhib inconclusive, RECQ1 helicase inactive, KDM4E inh -16%, RGS12 GoLoco inh 6%, L3MBTL1 block -2%, TR SRC2 fluor cs 2% and Tau FP inhib 3%.

This is a subset (hit frequency here may not be typical).
